High-throughput results (PubChem BioAssay)
DRD3 agonist = qHTS of D3 Dopamine Receptor Agonist: qHTS; D(3) dopamine receptor (Homo sapiens), P35462; D3R DiscoveRx beta-arrestin cells, luminescence, 90 min; max activation, %; 410,000 compounds, 0.58% hits; AID 652048, 2013; in the data active means max activation above about 30%; further: 0% is about no effect; mostly tested at two doses, the higher about 12 µM
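Agonist-mode cell screen: cells plated at 1500/well and incubated overnight at 37 °C, then exposed to library compounds for 90 min at 37 °C. Detection reagent was added for 30–60 min at room temperature, and luminescence was read.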
PTHR1 agonist = qHTS for PTHR1 Agonists: Primary Screen; Parathyroid hormone/parathyroid hormone-related peptide receptor (Homo sapiens), Q03431; HEK293 GP2 PTHR1 cells, GloSensor cAMP luminescence, 1 h; Potency, µM (top dose mostly 115 µM), for inactives: at the top dose activation, usual class: activators; 410,000 compounds, 0.075% hits; further: potency means the concentration at half of the fitted maximal effect; nearly all actives have a fitted effect of over 55% in size; some results filed as inactive show a strong effect at the top dose; inactives centre near -15; many of its hits are not listed in these tables
Target sequence (Q03431 whole entry, looked up): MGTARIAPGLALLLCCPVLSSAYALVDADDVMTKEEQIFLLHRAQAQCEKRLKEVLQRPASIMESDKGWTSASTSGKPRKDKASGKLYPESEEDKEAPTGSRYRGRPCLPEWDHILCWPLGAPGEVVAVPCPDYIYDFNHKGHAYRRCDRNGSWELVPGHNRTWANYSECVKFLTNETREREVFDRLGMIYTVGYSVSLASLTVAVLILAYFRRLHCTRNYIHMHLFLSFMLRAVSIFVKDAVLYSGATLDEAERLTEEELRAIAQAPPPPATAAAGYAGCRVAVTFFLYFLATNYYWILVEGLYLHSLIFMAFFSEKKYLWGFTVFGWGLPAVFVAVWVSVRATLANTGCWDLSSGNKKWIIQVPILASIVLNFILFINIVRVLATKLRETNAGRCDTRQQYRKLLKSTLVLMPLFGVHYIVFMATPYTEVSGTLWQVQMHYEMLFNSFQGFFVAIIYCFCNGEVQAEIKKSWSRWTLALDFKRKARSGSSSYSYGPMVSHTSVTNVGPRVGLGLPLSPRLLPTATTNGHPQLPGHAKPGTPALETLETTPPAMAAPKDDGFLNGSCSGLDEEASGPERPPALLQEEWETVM
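HEK-293-derived GP2 cells expressing PTHR1 and a GloSensor cAMP reporter, 3,000/well, plated overnight, given luciferin plus IBMX (each 0.5 mM as added) for 1 h at 37 °C, then compound for 1 h at 37 °C. Luminescence was read after 15 min at room temperature.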
D3 antag = qHTS of D3 Dopamine Receptor Antagonist: qHTS | D3R cells, DiscoveRx beta-arrestin luminescence, antagonist mode; active compounds read low | max response, negative = inhibition, % | 360,000 compounds, 2.5% hits; in the data active means max response below about -50%; inconclusive means no clear call, values can overlap the other calls; further: on the % scale 0 is the no-effect control and ±100 the full control effect; mostly tested at two doses, the higher about 12 µM
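Cells expressing the human receptor were seeded at 1500 cells/well, incubated overnight at 37 degrees C in 5% CO2, then exposed to library compounds with dopamine controls for 90 minutes at 37 degrees C before luminescent detection.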
aSyn rescue = qHTS of alpha-syn Inhibitors; 370,000 compounds, 0.14% hits; Yeast expressing alpha-synuclein, growth rescue, BacTiter-Glo, 24 h; Potency, µM (top dose mostly 46.1 µM), for inactives: at the highest dose growth rescue (activation), most hits filed as activators; further: potency means the concentration at half of the fitted maximal effect; % of control where 0% means no effect; nearly all actives have a fitted effect of over 65% in size
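Rescue of yeast growth: cells expressing toxic alpha-synuclein, induced in galactose at OD600 0.02, incubated with compound 24 h at 30 C. ATP luminescence quantified growth; inhibitors of toxicity appear as activators.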
KB-V1 MDR tox = qHTS assay for MDR1-selective chemotherapeutics: Primary screen using the drug-selected MDR subline cells KB-V1. KB-V1 MDR cells viability, CellTiter-Glo, 72 h. Potency, µM (highest dose often 46.1 µM), for inactives: top-dose activity change, negative = cytotoxicity, hits mostly cytotoxic. 400,000 compounds, 3.4% hits. AID 1347076, 2019; further: potency means the concentration at half of the fitted maximal effect; on the % scale 0 is the no-effect control and ±100 the full control effect; nearly all actives have a fitted effect of over 60% in size
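Cells of the MDR subline KB-V1 are plated, dosed with compound at multiple concentrations, and incubated 72 h at 37 degrees C; CellTiter-Glo is then added and luminescence read after 10 min.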
GLP1R cytotox = qHTS of GLP-1 Receptor Inverse Agonists: Cytotox Screen. HEK293 cAMP-luciferase reporter cells, luminescence, 24 h. Potency, µM (doses to about 38.3 µM), for the others: at the highest dose activity change, negative = inhibition, hits mostly inhibitors. 410,000 compounds, 0.13% hits;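 further: loss of luciferase light is scored as toxicity; potency means the concentration at half of the fitted maximal effect; on the % scale 0 is the no-effect control and ±100 the full control effect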
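1536-well qHTS counterscreen of the MLSMR; 200 cells/uL, 12 h pre-incubation, 23 nL cpd, 24 h at 37 deg C 5% CO2, luciferase detection reagent, 12 min RT, luminescence. Inhibition = undesired.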
GLP-1R agonist = qHTS of GLP-1 Receptor Agonists | Glucagon-like peptide 1 receptor (Homo sapiens), P43220 | HEK293 GLP-1R CRE-luciferase, luminescence, 4-6 h; cells express a hypersensitive GLP-1R form | Potency, µM (top dose mostly 45.6 µM), without a hit: at the top dose activation, actives largely listed as activators | 380,000 compounds, 0.007% hits | AID 624172, 2012; further: potency means the concentration at half of the fitted maximal effect; % of control where 0% means no effect
Target sequence (P43220 whole entry, looked up): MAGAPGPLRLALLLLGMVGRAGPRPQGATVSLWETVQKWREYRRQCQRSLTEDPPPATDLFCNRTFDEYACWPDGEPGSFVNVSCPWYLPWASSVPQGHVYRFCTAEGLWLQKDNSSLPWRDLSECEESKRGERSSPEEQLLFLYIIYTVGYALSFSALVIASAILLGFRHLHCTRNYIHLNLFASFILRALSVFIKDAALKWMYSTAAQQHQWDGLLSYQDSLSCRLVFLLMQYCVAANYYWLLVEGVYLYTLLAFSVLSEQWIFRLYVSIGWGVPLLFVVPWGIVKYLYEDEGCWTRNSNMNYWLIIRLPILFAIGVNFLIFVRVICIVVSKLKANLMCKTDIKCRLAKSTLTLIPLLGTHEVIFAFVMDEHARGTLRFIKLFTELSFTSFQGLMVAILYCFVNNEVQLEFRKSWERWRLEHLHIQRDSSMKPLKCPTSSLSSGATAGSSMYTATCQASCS
TDP43 rescue = qHTS of TDP-43 Inhibitors; TDP-43 expressing yeast growth rescue, BacTiter-Glo, 24 h; Potency, µM (series often up to 46.1 µM), without a hit: top-dose growth rescue (activation), usual class: activators; 410,000 compounds, 1.8% hits; further: potency means the concentration at half of the fitted maximal effect; % of control where 0% means no effect; nearly all actives have a fitted effect of over 50% in size
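Yeast cells expressing TDP-43 under galactose induction are exposed to compounds for 24 hr at 30 deg C. BacTiter-Glo luminescence measures growth, so protective compounds score as activators.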
GLP1R inv ag = qHTS of GLP-1 Receptor Inverse Agonists (Inhibition Mode). AID 624417, 2012. 410,000 compounds, 1.6% hits. HEK293 GLP-1R CRE-luciferase, luminescence, 24 h; GLP-1R form is constitutively active. Potency, µM (highest dose often 38.3 µM), inactives show top-dose activity change, negative = inhibition, usual class: inhibitors; further: potency means the concentration at half of the fitted maximal effect; on the % scale 0 is the no-effect control and ±100 the full control effect; nearly all actives have a fitted effect of over 55% in size
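Assay principle: reduced luminescence from a cAMP-responsive reporter in HEK293 cells co-expressing a constitutively active GLP-1R. Conditions: 24 hr compound incubation, 37 deg C, 5% CO2.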
An asterisk follows results filed as active; i = inactive; ? = inconclusive; nt = no result given; [ ] = remark or other dose. Unless noted, the call rests on the fitted dose curve; in most records, active means well fitted curve in the direction sought with a large enough effect; inconclusive means small, poorly fitted or top-dose-only effect, or another doubt; inactive means no such curve, though single readings can be large; an effect the other way counts as inactive or inconclusive.

Molecule | DRD3 agonist | PTHR1 agonist | D3 antag | aSyn rescue | KB-V1 MDR tox | GLP1R cytotox | GLP-1R agonist | TDP43 rescue | GLP1R inv ag
CCOc1ccccc1NC(=O)c1c(NC(=O)c2ccncc2)sc2c1CCC(C(C)(C)C)C2 (stereo not drawn) | -7 | i | nt | nt | 13% | 8% | nt | 5% | 7%
COC(=O)C1CN(C(=O)C(C)Oc2ccc(F)cc2)c2ccccc2O1 (stereo not drawn) | 8 | i | 5 | ? | 25% | 2% | 2% | 0% | -14%
Cc1c(C(=O)N2CC(C)OC(C)C2)oc2ccccc12 (stereo not drawn) | -1 | i | -72* | ? | ? | 3% | 10% | 2% | 0%
Cc1ccc(-c2cc(C(=O)OC3CCOC3=O)c3ccccc3n2)c(C)c1 (stereo not drawn) | -4 | i | -23 | -10% | 17% | -6% | -23% | 18µM* | 7%
COc1ccc(CC(=O)OCC(=O)Nc2ccc(N3CCOCC3)cc2)cc1 | -13 | -31%[inhibitor] | 6 | -2% | 9% | 2% | 3% | 7% | 31%[activator]
COCCNC(=O)NC(=O)CN1CCN(C(c2ccccc2)c2ccccc2)CC1 | 4 | i | 6 | 2% | -7% | 7% | 3% | -1%[9.22 µM] | ?
Cc1c2ccccc2cc(Cc2ccccc2)[n+]1C | -5 | i | -24 | -3% | 27% | -5% | -3% | -9% | -12%
COc1ccc(S(N)(=O)=O)cc1C(=O)OCC(=O)N1CCCC(C)C1 (stereo not drawn) | 0 | i | 9 | 3% | 22% | 7% | 0% | 11% | -10%
O[C@@H]1CN(Cc2ccc(-n3cccn3)cc2)CC[C@H]1N1CCN(c2ccccc2F)CC1 | -10 | -35%[inhibitor] | ? | 0% | 1% | -18% | 7% | 10% | ?
Cc1cc(=O)[nH]c(N=N/C(=N/Nc2ccc(O)cc2)c2ccccc2)n1 | 2 | -51%[inhibitor][57.5 µM] | -101* | -25% | 0% | -23% | -12% | -30% | -23%
COc1ccc(C)cc1NC(=O)c1cc(S(=O)(=O)N2CCCC2)cn1C | -7 | -24% | -20 | 5% | -5% | 1% | 18% | 4% | 4%
CC1CCCN(C(=O)c2ccc3c(=O)n4nc(Nc5ccccc5)sc4nc3c2)C1 (stereo not drawn) | -2 | i | 4 | 0% | -2% | -12% | -4% | 1% | -1%
N/C(=N\c1nc2ccccc2o1)NC(=O)c1ccc([N+](=O)[O-])cc1 | 11 | i | 6 | -4% | -3% | -8% | 5% | 8% | 3%
CCOc1cccc(-c2c(C(=O)N/N=C/c3ccc(C)o3)nnn2-c2nonc2N)c1 | 4 | -7% | -4 | -1% | -2% | -7% | 0% | -4% | ?
COc1cc2c(cc1OC)C(O)C(O)(CO)C(C(=O)O)C2c1cc(OC)c(OC)c(OC)c1 (stereo not drawn) | 5 | i | 8 | 5% | 0% | 1% | -4% | -1% | 22%
Cc1cc(=O)[nH]c(NN=C2CCC(C(C)(C)C)CC2)n1 (stereo not drawn) | -2 | i | -9 | 6% | ? | -4% | -9% | -3% | -30%
O=C(Nc1cc(S(=O)(=O)N2CCOCC2)ccc1N1CCOCC1)c1cnccn1 | 2 | i | 11 | 2% | 10µM* | 9% | -3% | 3% | 0%
COc1cc(-c2nnc(NC(=O)CS(=O)(=O)c3ccc(Cl)cc3)o2)cc(OC)c1OC | -2 | 20% | -6 | -5% | -3% | -16% | -3% | 15% | 0%
Cn1cc(S(=O)(=O)N2CCOCC2)cc1C(=O)O | -6 | i | -8 | -3% | 32% | 3% | 0% | -13% | 13%
O=C(NC(=S)Nc1ccccc1N1CCCCC1)c1ccccc1 | -6 | -9% | -29 | -12% | -4% | ? | 3% | 11µM* | ?
CCCCC(CCC(=O)Nc1cccc([N+](=O)[O-])c1)C(=O)O (stereo not drawn) | -8 | i | -7 | -1% | 20% | 1% | 8% | -19% | -7%
Cc1cccc(CNC(=O)CS(=O)(=O)c2cccc3nsnc23)c1 | 6 | i | nt | 11% | -1% | 6% | -3% | 16% | 5%
CC(C)(C)n1nnnc1CN1CCN(C(c2ccccc2)c2ccccc2)CC1 | 1 | -11% | 16 | -1% | ? | 4% | -6% | -7% | ?
O=C(CSc1nccc(=O)[nH]1)N1CCCc2ccccc21 | 1 | 3% | 5 | 0% | -10% | 18% | 2% | 0% | 0%
CCOc1cc(N2CCOCC2)c(OCC)cc1NC(=O)Cn1nc(C)c([N+](=O)[O-])c1C | 1 | i | 0 | 0% | -11% | -1% | 4% | -11% | 20%
Cc1cc(C)nc(NCC(O)COc2ccccc2C)n1 (stereo not drawn) | 4 | i | -13 | 16% | -4% | 1% | 5% | 1% | 4%
Cc1ccc(C(=O)NC2(C(Cl)Cl)N=C(c3ccccc3)N=C2N)cc1 (stereo not drawn) | -7 | -4% | 1 | -6% | -18% | 2% | 7% | -11% | -19%
COc1cccc(C2CCCCN(C)C2=O)c1 (stereo not drawn) | -7 | i | 13 | 1% | ? | -6% | 2% | -2% | 17%
COc1ccc(NC(=O)c2sc3nc4c(cc3c2N)CCCCCC4)cc1OC | -1 | -1% | nt | nt | -5% | 11% | nt | 0% | 10%
CCCC(=O)NC(=S)Nc1ccccc1N1CCOCC1 | 2 | i | 1 | -10% | ? | 0% | 0% | 8% | -22%

Record cards, as listed above. Order of values: DRD3 agonist, PTHR1 agonist, D3 antag, aSyn rescue, KB-V1 MDR tox, GLP1R cytotox, GLP-1R agonist, TDP43 rescue, GLP1R inv ag
Profile of CCCC(=O)NC(=S)Nc1ccccc1N1CCOCC1 : 2, i, 1, -10%, ?, 0%, 0%, 8%, -22%
Profile of Cc1cc(C)nc(NCC(O)COc2ccccc2C)n1 (stereo not drawn) : 4, i, -13, 16%, -4%, 1%, 5%, 1%, 4%
Profile of COc1ccc(CC(=O)OCC(=O)Nc2ccc(N3CCOCC3)cc2)cc1 : -13, -31%[inhibitor], 6, -2%, 9%, 2%, 3%, 7%, 31%[activator]
Profile of O=C(NC(=S)Nc1ccccc1N1CCCCC1)c1ccccc1 : -6, -9%, -29, -12%, -4%, ?, 3%, 11µM*, ?
Profile of Cc1ccc(C(=O)NC2(C(Cl)Cl)N=C(c3ccccc3)N=C2N)cc1 (stereo not drawn) : -7, -4%, 1, -6%, -18%, 2%, 7%, -11%, -19%

Following part.
Molecule | DRD3 agonist | PTHR1 agonist | D3 antag | aSyn rescue | KB-V1 MDR tox | GLP1R cytotox | GLP-1R agonist | TDP43 rescue | GLP1R inv ag
CSCCC(NC(=O)c1ccccc1)C(=O)N1CCN(C(=O)c2ccccc2)CC1 (stereo not drawn) | -5 | i | -2 | 8% | -21% | 0% | -2% | 9% | 11%
CS(=O)(=O)N(CCc1ccccc1)CC(N)=O | 0 | -9%[57.5 µM] | ? | -5% | 6% | -3% | -8% | -7% | 7%
Clc1ccc(-c2noc(COc3ccccc3)n2)cc1 | -6 | -19%[57.5 µM] | 0 | -10% | ? | 3% | 1% | -5% | 5%
COc1cccc(-c2ccc3c(N)c(C(=O)Nc4ccccc4C)sc3n2)c1 | 8 | i | nt | nt | -8% | nt | nt | 0%[9.22 µM] | ?
Cc1ccccc1OCCSc1nnc(-c2ccc([N+](=O)[O-])cc2)o1 | -16 | ? | nt | nt | 18% | 19% | nt | -19% | 8%
O=C(c1cc2c(s1)-c1ccccc1OC2)N1CCN(c2ccccc2F)CC1 | -6 | -56% | nt | nt | 1% | 2% | nt | 12% | 5%
Cc1[nH]nc2c1C(c1cccc(OC(=O)N3CCOCC3)c1)C(C#N)=C(N)O2 (stereo not drawn) | 2 | i | 5 | 4% | 0% | -2% | -5% | 17% | 7%
Cc1cc(NC(=O)C2CCN(S(=O)(=O)c3cccs3)CC2)no1 | -13 | ? | -6 | 0% | -14% | 19% | 0% | -17% | 3%
CCN(CC)S(=O)(=O)c1cc(NC(=O)COC(=O)c2c(C)noc2C)ccc1C | 4 | -32%[inhibitor] | 38 | -2% | 0% | 6% | 0% | 3% | ?
Cc1cc(NC(=O)CSCC(=O)N2CCN(c3cccc(C(F)(F)F)c3)CC2)no1 | -13 | -21% | -19 | -9% | ? | 6% | 5% | -16% | ?
Cc1ccc(NC(=O)C2=CC(c3ccc4c(c3)OCO4)=NS(=O)(=O)N2C)cc1 | -17 | 16% | nt | nt | 0% | -11% | nt | 16% | 8%
O=C(c1cccc(S(=O)(=O)N2CCOCC2)c1)N1CCN(S(=O)(=O)c2cccc([N+](=O)[O-])c2)CC1 | -1 | i | 10 | 1% | 9% | -15% | -8% | 10% | -10%
Cc1nc2scc(C)n2c(=O)c1S(=O)(=O)N1CCN(c2ccccn2)CC1 | 9 | -7% | -8 | 10% | -25% | ? | 6% | 17% | -1%

Five entries from above, with two lines to a compound.
The line under a structure holds: DRD3 agonist | PTHR1 agonist | D3 antag | aSyn rescue | KB-V1 MDR tox | GLP1R cytotox | GLP-1R agonist | TDP43 rescue | GLP1R inv ag
Clc1ccc(-c2noc(COc3ccccc3)n2)cc1
 : -6 | -19%[57.5 µM] | 0 | -10% | ? | 3% | 1% | -5% | 5%
COc1cccc(-c2ccc3c(N)c(C(=O)Nc4ccccc4C)sc3n2)c1
 : 8 | i | nt | nt | -8% | nt | nt | 0%[9.22 µM] | ?
Cc1ccccc1OCCSc1nnc(-c2ccc([N+](=O)[O-])cc2)o1
 : -16 | ? | nt | nt | 18% | 19% | nt | -19% | 8%
O=C(c1cc2c(s1)-c1ccccc1OC2)N1CCN(c2ccccc2F)CC1
 : -6 | -56% | nt | nt | 1% | 2% | nt | 12% | 5%
Cc1[nH]nc2c1C(c1cccc(OC(=O)N3CCOCC3)c1)C(C#N)=C(N)O2 (stereo not drawn)
 : 2 | i | 5 | 4% | 0% | -2% | -5% | 17% | 7%

The list is partial. The share of hits here may be higher or lower than overall.
